Source: PubChem BioAssay (National Center for Advancing Translational Sciences (NCATS))
D2 ag: HTS Assay for Allosteric Agonists of the Human D2 Dopamine Receptor: Primary Screen for Agonists; D(2) dopamine receptor (Homo sapiens), P14416; HEK293 T-REx D2 cells, calcium flux agonist mode; activation, % at 2 µM; hit rate 0.53% among 340,000; AID 485358, 2010;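 active = activation over 3 SD above normal in the single-dose calcium agonist read, cut at about 30% in these data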; note: 0% is about no effect
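Agonism is scored from calcium flux in a force-coupled, inducible HEK293 cell line expressing D2, read kinetically for 180 s after compound addition against dopamine controls.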
D2 antag: HTS Assay for Allosteric Antagonists of the Human D2 Dopamine Receptor: Primary Screen for Antagonists. D(2) dopamine receptor (Homo sapiens), P14416. HEK293 TREx D2 cells, calcium flux, dopamine EC80. inhibition, % at 10 µM. hit rate 2% among 340,000; in the data active = inhibition above about 30%; note: 0% is about no effect
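Calcium flux kinetic readout in an inducible HEK293 TREx D2 line plated overnight at 30 C. After 180 s compound exposure, an EC80 dopamine challenge follows with another 180 s kinetic read to detect antagonism.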
TRHR PAM: qHTS for Small Molecule Agonists and Allosteric Enhancers of Human TRH Receptor: Primary Screen for Enhancers; Thyrotropin-releasing hormone receptor (Homo sapiens), P34981; TRHR cells, fluo-8 calcium fluorescence, EC20 TRH enhancement; enhancement, % at 2 µM; hit rate 0.66% among 360,000; AID 493056, 2011; in the data active = enhancement above about 30%; note: 0% is about no effect
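Enhancer read-out: after compound pinning and an initial kinetic agonist-mode read, an EC20 of TRH (10 nM final) was injected and fluo-8 calcium signal (Ex 480/Em 530) followed at 1 s/cycle for 100 cycles in TRHR-expressing cells.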
D2 PAM: HTS Assay for Positive Allosteric Modulators of the Human D2 Dopamine Receptor: Primary Screen for Potentiators | D(2) dopamine receptor (Homo sapiens), P14416 | HEK293 T-REx D2, calcium flux, EC20 dopamine potentiation | potentiation, % at 10 µM | hit rate 0.34% among 340,000;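 active = potentiation over 3 SD above the plate norm, cut at about 30% in these data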; note: 0% is about no effect
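Potentiation of an EC20 dopamine calcium response measured kinetically over 180 s, after a preceding 180 s compound-only read flagging agonists. Cells: inducible Hek293 Trex D2 line, 4000/well, cultured overnight at 30 C before dye loading.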
D1 ag: Allosteric Agonists of the Human D1 Dopamine Receptor: qHTS. D(1A) dopamine receptor (Homo sapiens), P21728. HEK293 T-REx D1 cells, calcium flux, agonist mode. activation, % at 2 µM. hit rate 1% among 360,000. AID 504660, 2011; in the data active = activation above about 30%; note: 0% is about no effect
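Tetracycline-induced HEK293 TREx D1 cells, force-coupled to calcium signalling, were dye-loaded with a no-wash calcium kit. Compound was pin-added after a 10 s baseline. Fluorescence was read kinetically at 1 cycle/s for 180 s, with calcium rises flagged as agonism.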
D1 antag: Antagonist of Human D 1 Dopamine Receptor: qHTS; HEK293 TREx D1 cells, calcium flux, dopamine EC80; stronger effect = lower value; activity change, negative = inhibition, % at 10 µM; AID 504652, 2011; hit rate 3.2% among 360,000; D(1A) dopamine receptor (Homo sapiens), P21728; in the data active = activity change below about -30%; note: % is set by controls: 0 for no effect and ±100 for the full control effect
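Tetracycline-induced HEK293 T-REx cells with force-coupled D1 receptor were loaded with a no-wash calcium dye. Compound was added after a 10 s baseline and read kinetically for 180 s; EC80 dopamine was then added and calcium flux followed another 180 s.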
D1 potentiator: Potentiators of Human D1 Dopamine Receptor: qHTS; hit rate 0.036% among 360,000; HEK293 TREx D1 cells, calcium flux, dopamine EC20 potentiation; AID 504651, 2011; D(1A) dopamine receptor (Homo sapiens), P21728; potentiation, % at 10 µM; in the data active = potentiation above about 30%; note: 0% is about no effect
RXFP1 antagonist: qHTS Assay for Antagonists of the Relaxin Receptor RXFP1; Relaxin receptor 1 (Homo sapiens), Q9HBX9; HEK293-RXFP1, relaxin-stimulated cAMP HTRF, 30 min; stronger effect = lower value; activity change, negative = inhibition, % at 57.5 µM; hit rate 0.59% among 350,000;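 active = activity change of -60% or lower, but not beyond a set lower limit; inconclusive = change between -60% and -40%, or beyond the set limit; inactive = change above -40%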; note: % is set by controls: 0 for no effect and ±100 for the full control effect
Target sequence (Q9HBX9 whole entry, looked up): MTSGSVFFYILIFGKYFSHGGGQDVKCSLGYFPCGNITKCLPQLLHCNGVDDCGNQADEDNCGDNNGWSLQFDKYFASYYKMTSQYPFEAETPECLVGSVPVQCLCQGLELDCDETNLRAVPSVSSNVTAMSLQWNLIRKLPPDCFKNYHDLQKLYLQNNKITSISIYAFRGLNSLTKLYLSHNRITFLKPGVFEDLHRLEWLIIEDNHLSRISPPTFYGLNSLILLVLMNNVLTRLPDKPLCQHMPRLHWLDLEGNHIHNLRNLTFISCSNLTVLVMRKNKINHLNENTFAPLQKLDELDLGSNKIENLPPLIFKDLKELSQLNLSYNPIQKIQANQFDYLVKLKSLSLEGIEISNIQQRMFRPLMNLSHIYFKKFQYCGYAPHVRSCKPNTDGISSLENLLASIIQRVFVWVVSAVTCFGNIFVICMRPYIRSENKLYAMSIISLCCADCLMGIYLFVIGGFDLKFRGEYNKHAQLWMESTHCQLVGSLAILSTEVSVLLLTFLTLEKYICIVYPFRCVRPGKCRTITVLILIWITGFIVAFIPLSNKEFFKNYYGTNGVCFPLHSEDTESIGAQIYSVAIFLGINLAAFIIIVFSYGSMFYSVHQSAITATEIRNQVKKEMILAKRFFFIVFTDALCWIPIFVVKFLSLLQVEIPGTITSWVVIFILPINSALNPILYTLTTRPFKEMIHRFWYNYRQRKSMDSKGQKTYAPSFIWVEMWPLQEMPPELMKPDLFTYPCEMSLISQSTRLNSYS
RXFP1 agonist: qHTS Assay for Agonists of the Relaxin Receptor RXFP1 | Potency, µM (highest dose often 57.5 µM), inactives show at the top dose activation, hits mostly activators | AID 2676, 2010 | HEK293T-RXFP1 cAMP TR-FRET, 30 min; response scale: percent of porcine relaxin response, buffer zero | hit rate 0.3% among 370,000; active = well fitted activation curve with a large enough effect; inconclusive = small, poorly fitted or top-dose-only effect; note: potency is the fitted concentration of half-maximal effect; % is set by controls: 0 for no effect and ±100 for the full control effect; nearly all actives have a fitted effect of over 60% in size; many of its hits are not listed in these tables
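HEK293 cells stably expressing RXFP1, treated 30 min at 37C with compounds plus PDE4 inhibitor Ro 20174; cAMP measured by HTRF TR-FRET. Normalized to buffer and 29 nM porcine relaxin; EC50 by Hill fit.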
* = called active by the depositor; ? = inconclusive; nt = not tested or not shown. Only part of the results is shown, so the mix of outcomes need not match the whole.

SMILES	D2 ag	D2 antag	TRHR PAM	D2 PAM	D1 ag	D1 antag	D1 potentiator	RXFP1 antagonist	RXFP1 agonist
C#CCOCCOCCOCCNc1nc(N2CCN(C(=O)CCCCCCCCCCNC(=O)[C@H](CCCCN)n3cc(C[C@@H](C)CC)nn3)CC2)nc(N2CCN(C(=O)CCCCCCCCCCNC(=O)[C@H](CCCN=C(N)N)n3cc(C[C@@H](C)CC)nn3)CC2)n1	10	-12	-2	-16	2	-12	-8	nt	-0.2%
CCOC(=O)c1cc(-c2ccccc2)sc1NC(=O)C(C)(C)C	0.4	-5	6	-4	3	19	-8	-9	1.8%
Cc1ccc(N=C2N=C(N)c3ccccc32)c(C)c1	0.4	-5	-8	-4	0	-22	-5	7	-0.3%
CCCn1c(-c2ccccc2)nc2c(=O)n(C)c(=O)[nH]c21	nt	-7	-2	-7	2	19	2	3	4.0%
O=C(Nc1ccccc1)Nc1nnc(CSCc2ccccc2Cl)s1	1.3	-10	8	-4	8	-6	-6	-9	0.3%
CNc1c(NS(=O)(=O)c2cc(Cl)ccc2OC)c(=O)oc2ccccc12	0.5	-5	-2	-1	5	-1	-7	1	0.3%
CCN1CCN(Cc2ccc(NC(=O)c3cc(NC(=O)c4cnnc5ccccc45)cc(OC)c3)cc2C(F)(F)F)CC1	-0.3	17	2	-8	1	-11	1	-4	0.3%
O=C(CSc1ncccc1C(=O)O)NC1CCCCC1	-0.4	-11	21	20	0	0	-4	-3	0.8%
CCCCn1c(N)c(N(CC(C)C)C(=O)c2ccc(-c3ccc(Cl)cc3)o2)c(=O)[nH]c1=O	-0.4	2	1	19	1	-2	0	12	4.4%
CN(C)c1cc(NC(=O)CN2CCOCC2)c2ccccc2n1	-0.5	24	2	-11	-1	5	1	nt	3.0%
O=C(Nc1cccc(F)c1)/C(=C\c1cccnc1)NC(=O)c1cccs1	-0.5	3	-2	-5	1	-22	-1	-11	-2.0%
COc1cc(C(=O)NCc2ccc(C)cc2)ccc1OCc1c(C)noc1C	0.3	7	2	-1	2	-28	-4	-26	2.5%
NC(N)=N/N=C/c1ccc(OS(=O)(=O)c2ccccc2)cc1	0.7	30*	1	-8	2	32	-1	-8	0.4%
O=C(CNC(=O)c1ccco1)Nc1cccc(Cl)c1	-0.1	-2	-9	-1	4	-19	-1	-3	2.6%
O=C(c1ccc(COCC(F)(F)F)cc1)N1CCN(c2ccccn2)CC1	0.2	10	5	1	0	10	0	7	1.2%
Nc1ncnc(N2CCc3ccccc32)c1[N+](=O)[O-]	2.3	8	7	29	3	-1	0	-14	-0.1%
Cc1ccc(-c2nc3cc(NC(=O)C(C)C)ccc3o2)cc1C	0.5	-44	7	3	0	-1	11	-3	-0.8%
Cc1nc2ccccc2c2oc(C(=O)NCCN3CCCCC3C)cc12 (stereo not drawn)	-0.1	-10	3	-4	4	4	1	-5	1.6%
S=C(Nc1ccc2c(c1)OCO2)Nc1ccc2c(c1)OCO2	-0.7	-6	-3	-7	2	-8	-4	-4	3.0%
O=C(NCCc1ccc(Cl)cc1)c1cc2c(s1)-c1ccccc1OC2	0.5	nt	2	-27	8	-22	-6	nt	7.8%

By substructure: the compounds so far containing a furan ring, fused or not.
SMILES	D2 ag	D2 antag	TRHR PAM	D2 PAM	D1 ag	D1 antag	D1 potentiator	RXFP1 antagonist	RXFP1 agonist
CCCCn1c(N)c(N(CC(C)C)C(=O)c2ccc(-c3ccc(Cl)cc3)o2)c(=O)[nH]c1=O	-0.4	2	1	19	1	-2	0	12	4.4%
O=C(CNC(=O)c1ccco1)Nc1cccc(Cl)c1	-0.1	-2	-9	-1	4	-19	-1	-3	2.6%
Cc1nc2ccccc2c2oc(C(=O)NCCN3CCCCC3C)cc12 (stereo not drawn)	-0.1	-10	3	-4	4	4	1	-5	1.6%

(cont.)
SMILES	D2 ag	D2 antag	TRHR PAM	D2 PAM	D1 ag	D1 antag	D1 potentiator	RXFP1 antagonist	RXFP1 agonist
COCCCNC(=O)C1CCC(CNS(=O)(=O)c2ccc3c(c2)CC(C)N3C(=O)C2CC2)CC1 (stereo not drawn)	-2.1	1	6	-1	2	22	-1	19	0.7%
Cc1ccc(NC(=O)COC(=O)C(NS(=O)(=O)c2ccc(Cl)cc2)C(C)O)cc1C (stereo not drawn)	0.0	13	6	-20	-1	6	2	10	0.9%
O=C(CSc1nnc(Cc2ccccc2)n1-c1cccc(Cl)c1)NNC(=O)Cc1ccccc1	-1.1	8	-4	5	2	12	-4	1	-1.0%
O=C(Nc1cccc(F)c1)[C@@H]1CCCN1	nt	nt	-1	nt	0	-9	-2	1	-0.2%
O=C(NCCN1CCCCC1)Nc1cccc(F)c1	2.3	19	-5	10	-1	20	-2	1	-1.4%
COc1ccccc1C1/C(=C(\O)c2ccc3c(c2)OCCO3)C(=O)C(=O)N1CCCn1ccnc1 (stereo not drawn)	0.4	4	0	-3	0	-10	-3	12	29%
O=C(CSc1nc(-c2cccc(F)c2)[nH]c1-c1ccccc1)Nc1ccc2c(c1)OCO2	2.7	nt	-7	-7	0	-5	1	?	-0.2%
CN(C(=O)Cn1nnc(-c2ccc(F)cc2)n1)C1CCS(=O)(=O)C1 (stereo not drawn)	0.7	9	-2	-6	1	18	1	-1	-0.3%
Cc1ccc(OCC(=O)NC(=S)Nc2cccc(C)n2)cc1	-0.6	0	-5	3	-1	1	1	0	3.4%
Cn1c(=O)c2c(SCc3ccccc3)nc(-c3ccco3)nc2n(C)c1=O	0.3	-15	0	-2	2	12	-5	nt	2.7%
COc1cc2nc(CN3CCN(C(c4ccccc4)c4ccccc4)CC3)[nH]c(=O)c2cc1OC	-0.1	-6	2	13	0	2	-5	nt	0.0%
COc1ccc(C)cc1NC(=O)CCN1CCN(C/C=C/c2ccccc2)CC1	70*	68*	21	-25	3	-4	-1	3	1.3%
Cc1cc(NC(=O)CSC2=Nc3ccccc3C3=NC(Cc4ccccc4)C(=O)N23)n[nH]1 (stereo not drawn)	0.4	5	-5	-5	1	10	2	7	2.2%
O=C(O)c1cn(-c2ccc(F)cc2)c(=O)c2ccccc12	nt	nt	2	nt	4	-10	-1	6	4.1%
Cc1nnc(SCC(=O)Nc2ccccc2F)n1Cc1ccco1	nt	nt	1	nt	2	11	3	-1	6.4%
O=C(NCCN1CCOCC1)c1cc(-c2ccc(Cl)cc2Cl)on1	-0.5	-11	-6	-28	1	-34*	6	5	1.7%
CN(C)c1ccnc(C(=O)O)c1	-0.2	-3	-4	-1	-1	18	-2	-7	0.9%
O=C(CN1CCCCCC1)Nc1ccc(Oc2ccccc2)cc1	-1.8	-19	1	-11	67*	-38*	-10	-64*	-0.4%
CCc1ccc(NC(=O)Cn2nc3c4ccccc4n(Cc4ccccc4)cc-3c2=O)cc1	nt	nt	6	5	1	-15	0	6	1.2%
Nc1nc(-c2nonc2N)no1	0.6	9	3	2	0	-1	0	-1	1.9%
CC(=O)c1c(C(=O)O)c2ccccc2[nH]c1=O	-0.4	-8	3	-2	1	10	1	3	0.0%
Cc1nn(-c2ccccc2)c(C)c1NC(=O)COc1ccc([N+](=O)[O-])cc1	-0.6	17	-4	9	4	1	0	0	0.3%
COC(=O)Cn1cc(C(=O)c2ccco2)c2ccccc21	-0.2	18	-18	1	2	-9	1	-4	0.5%
Cc1cccc(N2CCN(Cc3nc(C4CC4)no3)CC2)n1	3.3	-3	-1	-8	1	-6	0	17	1.7%
CN(c1ccccc1)S(=O)(=O)c1cccc(C(=O)Nc2ccc(N3CCOCC3)cc2)c1	0.0	12	0	-1	7	-26	-4	-6	-0.5%
CC(C)Oc1cccc(C(=O)NC(=S)NCc2cccnc2)c1	-0.1	5	40*	2	0	-6	-3	15	5.8%
CC(=O)N1c2ccc(S(=O)(=O)N3CCN(c4cc(Cl)ccc4C)CC3)cc2CC1C (stereo not drawn)	-0.3	nt	6	6	0	6	1	-4	2.2%
CCOc1ccc(CNS(=O)(=O)c2cc(CN3C(=O)c4cccnc4C3=O)ccc2OC)cc1	nt	nt	2	nt	-1	-54*	3	6	?
CCn1c(CC(=O)Nc2ccccc2C)nnc1SCC(=O)NC1CCCC1	-1.0	-7	-4	-3	4	6	-5	-5	-0.5%
CCCn1c(=O)c(C(=O)Nc2cccc(C)n2)c(O)c2ccccc21	2.7	-8	9	7	4	14	4	-20	-0.5%
CCN1CCN(Cc2oc(CO)cc(=O)c2O)CC1	nt	nt	-2	nt	4	8	2	2	1.5%
COC(=O)CCCn1nc(NC(=O)c2ccco2)cc1C	0.2	11	-2	-1	1	1	7	-5	3.1%
CCn1cc2nc(SCC(=O)Nc3cc(OC)cc(OC)c3)n(Cc3ccc(Cl)cc3)c(=O)c2n1	1.1	nt	8	6	8	-11	-1	nt	4.7%
Cc1cccc(OCc2nnc(SCC(=O)N3CC(=O)Nc4ccccc43)o2)c1	-0.7	1	-3	2	1	-6	-6	-1	-0.8%
CN(CC(=O)Nc1ccc(S(=O)(=O)N(C)C)cc1)Cc1ccc(C(F)(F)F)cc1	2.5	9	6	4	15	-3	-4	-7	2.2%
CCOC(=O)N1CCN(S(=O)(=O)c2ccc(C(=O)N(CCCN(C)C)c3nc4cc(OC)ccc4s3)cc2)CC1	-1.5	-4	-4	7	25	6	-1	-22	-1.6%
Cc1ccc(NC(=O)C(=O)NCc2ccc(/C=N/NC(=O)c3c(C)nc4cc(C)ccn34)o2)cc1	-0.1	12	-6	-9	3	6	-4	nt	1.2%
CCOC(=O)N1CCN(C(=O)C(C)n2nc(C)n3c(cc4sccc43)c2=O)CC1 (stereo not drawn)	-0.7	-15	-3	-2	0	-19	-3	8	5.8%
COc1ccc(N(C(=O)CCC(=O)Nc2cc(C)on2)C(C(=O)NC2CCCC2)c2ccco2)cc1 (stereo not drawn)	-0.3	1	-2	-3	-3	44	1	5	0.2%
CCOC(=O)N1CCC(NC(=O)c2cc3c(-c4ccc(Cl)cc4)nn(C)c3s2)CC1	-1.3	-8	-8	-4	0	1	-4	nt	7.2%
COc1ccccc1N(CC(O)CN(c1ccccc1)S(C)(=O)=O)S(=O)(=O)c1ccccc1 (stereo not drawn)	-0.3	-18	0	10	2	10	-1	8	0.2%
